# Assay outcomes from PubChem.
# Lipid storage S3: qHTS Assay for Lipid Storage Modulators in Drosophila S3 Cells. AID 2685. lipid storage change, negative = inhibition, % at the top dose, mostly 46.1 µM; hits show Potency in µM. Drosophila S3 cells, BODIPY lipid droplet fluorescence, 18-24 h; cells fed with added oleic acid. 0.64% of 320,000 active; active means well fitted inhibition curve with a large enough effect in the signal ratio, with a control signal flat, not every such curve was filed as active; inconclusive means small, poorly fitted or top-dose-only effect, or effect the other way, or a change in a side signal; the % refers to the signal ratio
#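 Drosophila S3 cells loaded with oleic acid (400 uM, as added) and compounds at several concentrations; lipid droplets imaged by 488-nm laser-scanning cytometry, 500–530 nm intensity and object ratio to cell channel. Percent activity normalized to 20 uM Triacsin C.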
# Lipid storage S3 cell count max: further read-out of Lipid storage S3, marked with its call; cell number change, %; measured here: cell count max response;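 cells counted by Cell Tracker Red CMTPX staining in the red channel; peak over a dose series mostly up to 46.1 µM; percent activity relative to internal control wells on each plate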
# An asterisk follows results filed as active; i = inactive; ? = inconclusive; . = not tested or not shown; & = joins results of further samples; [ ] = dose if it differs, or a comment. On the % scale 0 is the no-effect control and ±100 the full control effect; potency means the concentration at half of the fitted maximal effect.
SMILES,Lipid storage S3,Lipid storage S3 cell count max
OCCC1CN(Cc2ccccc2-c2ccco2)CCN1Cc1ccsc1 (stereo not given),7%,-6
Cc1c(Br)c([N+](=O)[O-])nn1CCCC(=O)Nc1sc2c(c1C#N)CCC2,4%,-3
O=C(NCCc1c[nH]c2ccccc12)c1ccc(-n2cnnn2)cc1,?,.
COC(=O)C1=C(C)N=C2SC(C)C(=O)N2C1c1cccs1 (stereo not given),?,.
COCCNC(=O)CCc1c(C)nc2nc(-c3cc(OC)cc(OC)c3)nn2c1C,7%,15
CCC(=O)N1c2ccccc2NC2=C(C(=O)CCC2)C1c1cccnc1 (stereo not given),?,.
c1c(C2CCCCC2)n[nH]c1CN1CCCCC1,?,.
O=C(Nc1ccc(F)cc1Cl)C1CCN(C(=O)Nc2ccccc2)CC1,?,.
COc1cc(CNCc2ccccc2Cl)ccc1OCC(=O)NC1CCCCC1,?,.
Cc1onc(-c2ccccc2)c1C(=O)Nc1ccc(S(=O)(=O)Nc2nccs2)cc1,11%,-3
COC(=O)C(NC(=O)C(C)NC(=O)OCc1ccccc1)C(C)C (stereo not given),?,.
CCCCCn1c(=O)[nH]c2cc(C(=O)NCc3ccco3)ccc2c1=O,?,.
O=C(O)CCC(=O)N1CCN(c2ncccc2C(F)(F)F)CC1,6%,-3
Cc1ccc(NC(=O)N2CCCC2C(=O)NCC2CCCCC2)cc1 (stereo not given),?,.
Nc1ccc(SC(F)(F)F)cc1C(=O)c1ccccc1,?,.
CC(NC(=O)c1cccs1)C1CCCO1 (stereo not given),i,-10
COc1ccccc1CNC(=O)c1cn(C)c2ccc(S(=O)(=O)N3CCCCC3)cc2c1=O,-11%,0
Cc1nnc(SCC(=O)N(C)c2c(N)n(Cc3ccccc3)c(=O)[nH]c2=O)n1Cc1ccccc1,-5%,4
NC(=O)C1=C[C@@H](c2ccc(Br)cc2)C[C@@H](OCCCCO)O1,-6%,4
CN(C(=O)CSc1nc(N)cc(N)n1)C1CCS(=O)(=O)C1 (stereo not given),?,.

# In the list so far, 3 contain fluorine:
SMILES,Lipid storage S3,Lipid storage S3 cell count max
O=C(Nc1ccc(F)cc1Cl)C1CCN(C(=O)Nc2ccccc2)CC1,?,.
O=C(O)CCC(=O)N1CCN(c2ncccc2C(F)(F)F)CC1,6%,-3
Nc1ccc(SC(F)(F)F)cc1C(=O)c1ccccc1,?,.

# Next section.
SMILES,Lipid storage S3,Lipid storage S3 cell count max
COc1ccccc1NC(=O)COc1cc(C)nc(C(C)C)n1,?,.
COc1ccccc1NC(=O)Nc1nnc(C(C)C)s1,-2%,-18
COc1cc2[nH]c(=O)n(CCC(=O)NC3CCCC3)c(=O)c2cc1OC,?,.
COc1ccc(NC(=O)CC2CC3CCC2C3)cn1 (stereo not given),i,.
COc1ccc(CNc2oc(-c3ccccc3)nc2C#N)cc1,i,.
Nc1nnc(SCC(=O)OCC(=O)c2ccccc2Br)s1,?,.
Cc1ccc(/C=C2\SC(=S)N(C(Cc3ccccc3)C(=O)O)C2=O)cc1 (stereo not given),0%,-9
COc1cc(NC(=O)c2cccc(COCC(F)(F)C(F)F)c2)cc(OC)c1OC,-4%,-12
Cc1ccc(SC(C)C(=O)Nc2cccnc2)cc1 (stereo not given),?,.
O=C(Cn1c(=O)n(-c2ccccc2)c(=O)n1CC(=O)N1CCCCC1)N1CCCCC1,?,.
COc1cccc(-c2nnn(CCc3nn[nH]n3)n2)c1,-9%,2
CN1C(c2ccc(F)cc2)=CS/C1=C(/C#N)c1nnc(N2CCOCC2)n1-c1ccccc1,?,.
COc1ccccc1CNC(=O)C(=O)Nc1ccc(C(=O)N2CCC(C)CC2)cc1,?,.
COc1ccc(/C=C/C(=O)c2cc(F)ccc2OC(=O)c2ccccc2OC)cc1OC,?,.
COc1ccccc1NC(=O)CSc1nc(C)c2c(c1C#N)CCCC2,?,.
COC(=O)c1[nH]c2ccccc2c1NS(=O)(=O)c1ccc(F)c(C)c1,?,.
O=C(O)/C=C/c1ccc2c(c1)OCCO2,i,10
Cc1ccc(C(=O)N2CCN(c3ncnc4c(C)csc34)CC2)cc1,?,.
O=C1CN(C(=O)NCC(=O)N[C@@H](C(=O)O)c2ccccc2)c2ccccc2N1,?,.
CCOc1ccc(C2Nc3ccccc3NC3=C2C(=O)CC(C)(C)C3)cc1OC (stereo not given),11%,-10
CNS(=O)(=O)c1cccc(C(=O)OCC(=O)Nc2ccccc2OC(F)F)c1,?,.
Cc1ccc(S(=O)(=O)N2CCN(C(=O)CN3CCOCC3)C2c2ccccc2)cc1 (stereo not given),2%,-6
CCOC(=O)C1(Cc2ccc(OC)cc2)CCN(C(=O)CCn2ccc(C)n2)CC1,8%,-1
COCCOc1cc(NC(=O)c2sccc2Oc2ccc([N+](=O)[O-])cc2F)c(Cl)cc1Cl,i,.
COc1ccc(-n2c(SCC(=O)Nc3cc(C)on3)nc3c([nH]c4ccccc43)c2=O)cc1,2%,-8
COC(=O)C1=COC(C)C2CN3CCc4c([nH]c5cc(OC)c(OC)cc45)C3CC12 (stereo not given),?,.
COc1ccc(-c2cc(=O)oc3c(C)c(OCc4nn[nH]n4)ccc23)cc1,?,.
O=C(Nc1ccc(N2CCCC2)cc1)C(c1ccccc1)c1ccccc1,?,.
CCSc1nnc(-c2ccccc2N)c(=O)[nH]1,i,.
O=C(O)CC1SC(=Nc2ccccc2)N(c2ccccc2)C1=O (stereo not given),-4%,6
COCc1cc(CN2CCCC(C(=O)Nc3ccc(-c4ccco4)cc3)C2)ccc1OC (stereo not given),?,.
COc1ccccc1CNC(=O)[C@H](CCSC)NC(=O)[C@@H]1Cc2ccccc2CN1,12%,6
O=C(c1cccc(S(=O)(=O)N2CCCC2)c1)N1CCN(c2ccccc2)CC1,?,.
Cc1cc(F)ccc1S(=O)(=O)Nc1c(C)n(C)n(-c2ccccc2)c1=O,?,.
O=C(NCCCn1ccnc1)c1ccc(Cl)c(S(=O)(=O)N2CCOCC2)c1,?,.
c1ccc(-c2cnnc3ccccc23)cc1,?,.
COc1ccc(OC)c(S(=O)(=O)N2CCC(C(=O)Nc3cccc(C(F)(F)F)c3)CC2)c1,?,.
O=C(Nc1ccc(Cl)c(-c2nc3ccccc3[nH]2)c1)c1cccnc1,?,.
CCOc1ccc(N(CC(=O)OC)S(=O)(=O)c2ccc3c(c2)n(C)c(=O)c(=O)n3C)cc1,?,.
CC(=O)Oc1ccccc1C(=O)OCCN=C1NS(=O)(=O)c2ccccc21,-20%,-25
COc1cccc(C(=O)NCC2(c3ccccc3)CCCC2)c1OC,i,.
CN(C(=O)COC(=O)c1ccccc1OCc1ccc(F)cc1)C1CCS(=O)(=O)C1 (stereo not given),?,.
CCOC(=O)Nc1ccc2c(c1)N(C(=O)OCCN(C)C)c1ccccc1CC2,4%&8%,2&4
CC(C)c1nnc(NC(=O)c2cc3ccccc3o2)s1,i,9
Cc1cc(F)ccc1NC(=O)c1cc(S(=O)(=O)N2CCc3ccccc32)cn1C,?,.
CCOC(=O)C(=O)Nc1nccs1,-6%,15
O=C(Nc1nc(SCc2ccc(F)cc2)ns1)c1ccco1,4%,-12
CN(C)C(CNC(=O)c1ccc2ccccc2n1)c1ccccc1 (stereo not given),i,12
CC(=O)N1CCN(S(=O)(=O)c2cccc(C(=O)OCc3cccc(F)c3)c2)CC1,6.5µM*,-12*
O=C(Nc1ccc(S(=O)(=O)NCc2ccco2)cc1)c1ccc(F)cc1,?,.
O=C(c1cccc(S(=O)(=O)N2CCCCC2)c1)N(CCc1ccccc1)Cc1ccccc1,?,.
O=C(COC(=O)C1CC(O)CN1S(=O)(=O)c1ccc(Cl)cc1)c1ccccc1Cl (stereo not given),?,.
O=C(NCc1ccco1)c1ccc(CS(=O)(=O)c2cccc(C(F)(F)F)c2)o1,13%,-10
CCC(C(=O)NC1CCCC1)N(C(=O)Cn1nnc(-c2ccc(C)o2)n1)C(C)(C)C (stereo not given),3%,-10
CCOC(=O)c1c(NC(=O)Nc2ccc(Cl)cc2)sc(C)c1C,9%,-17
CC1CCN(C(=O)CN2C(=O)NC3(CCCc4ccccc43)C2=O)CC1 (stereo not given),?,.
CCCOC(=O)c1ccc(OCC(O)Cn2c(C)nc3ccccc32)cc1 (stereo not given),?,.
CC(NC(=O)c1ccc(Br)cc1)C(=O)NC1=NCCS1 (stereo not given),-6%[9.22 µM],6
CCc1c(C)nc2c(OC)cccc2c1Cl,?,.
O=C(NC12CC3CC(CC(C3)C1)C2)N1CCN(c2ccccn2)CC1,i,.

# Compounds shown so far that contain a Cl atom (8):
SMILES,Lipid storage S3,Lipid storage S3 cell count max
O=C(Nc1ccc(F)cc1Cl)C1CCN(C(=O)Nc2ccccc2)CC1,?,.
COc1cc(CNCc2ccccc2Cl)ccc1OCC(=O)NC1CCCCC1,?,.
COCCOc1cc(NC(=O)c2sccc2Oc2ccc([N+](=O)[O-])cc2F)c(Cl)cc1Cl,i,.
O=C(NCCCn1ccnc1)c1ccc(Cl)c(S(=O)(=O)N2CCOCC2)c1,?,.
O=C(Nc1ccc(Cl)c(-c2nc3ccccc3[nH]2)c1)c1cccnc1,?,.
O=C(COC(=O)C1CC(O)CN1S(=O)(=O)c1ccc(Cl)cc1)c1ccccc1Cl (stereo not given),?,.
CCOC(=O)c1c(NC(=O)Nc2ccc(Cl)cc2)sc(C)c1C,9%,-17
CCc1c(C)nc2c(OC)cccc2c1Cl,?,.

# Further structures follow:
SMILES,Lipid storage S3,Lipid storage S3 cell count max
COc1ccccc1NC(=O)CSc1nnc(CC(=O)Nc2ccccc2C)n1C,?,.
Cc1cc(Cl)cc(Br)c1OCCCCn1cncn1,i,.
CCCCC(=O)N(c1ccc(OC)cc1)C1C=CS(=O)(=O)C1 (stereo not given),?,.
CCOC(=O)CSc1nnc(CNC(=O)c2cccs2)n1CCc1ccccc1,-5%,-14
COc1ccc(CCNc2ccc(C(=O)O)cc2[N+](=O)[O-])cc1OC,7%,.
Cc1cc(Cl)c2c(c1)[C@]1(C(=O)N2)[C@@H]2C(=O)N(Cc3ccccc3)C(=O)[C@@H]2[C@@H]2CCCN21,?,.
C#CCOC(=O)C1C2C=CC(C2)C1C(=O)O (stereo not given),-5%,-8
CC1=CCC2C(=O)N(c3ccc(C(=O)Nc4ccccc4Cl)cc3)C(=O)C2C1 (stereo not given),i,.
Cc1nc2cc(Cl)c([N+](=O)[O-])cc2s1,18%,9
CC(C)(C)c1ccc(C(=O)N2CCN(CCNC(=O)C(=O)NCc3ccccc3)CC2)cc1,?,.
COc1ccc([C@H]2[C@@H](C#N)[C@H](C#N)N3CCCN23)cc1,8%,21
O=C(NNC(=S)NCC1CCCO1)c1cccc(S(=O)(=O)N2CCOCC2)c1 (stereo not given),?,.
CCOC(=O)c1oc2ccccc2c1CN1CCN(C)CC1,0%,7
COc1ccc(S(=O)(=O)Cc2ccc(C(=O)NC(C)C)o2)cc1,-3%,4
CCOC(=O)c1c(C)[nH]c(C)c1S(=O)(=O)N(C)Cc1ccco1,i,8
CN(CC(=O)Nc1ccccc1Br)C(=O)c1ccc(-c2ccc(Cl)cc2)o1,?,.
O=C(CN1C(=O)/C(=C/c2ccccc2F)Sc2ccccc21)N1CCN(c2ccccn2)CC1,-8%,-15
CSc1nnc(CCCCCNC(=O)OC(C)(C)C)o1,?,.
COCCNC(=O)Cn1nc(-c2ccccc2F)ccc1=O,i,10
Cn1cnnc1SCC(=O)Nc1ccc(Cl)c(S(=O)(=O)N2CCOCC2)c1,?,.

# Profiles from above. Order of screens: Lipid storage S3 | Lipid storage S3 cell count max
# COc1cc(CNCc2ccccc2Cl)ccc1OCC(=O)NC1CCCCC1 as listed: ? | .
# COc1ccc(CCNc2ccc(C(=O)O)cc2[N+](=O)[O-])cc1OC as listed: 7% | .
# C#CCOC(=O)C1C2C=CC(C2)C1C(=O)O (stereo not given) as listed: -5% | -8
# c1ccc(-c2cnnc3ccccc23)cc1 as listed: ? | .
# OCCC1CN(Cc2ccccc2-c2ccco2)CCN1Cc1ccsc1 (stereo not given) as listed: 7% | -6

# Additional results follow:
SMILES,Lipid storage S3,Lipid storage S3 cell count max
COC(=O)Nc1ccc(S(=O)(=O)Nc2ccc(C)cc2)cc1,?,.
Cc1ccc(N2CCCn3c2nc2c3c(=O)n(CC(=O)OCc3ccccc3)c(=O)n2C)cc1C,?,.
COc1ccc(NC(=S)N2CCC(NC(=O)c3ccccc3C)CC2)cc1,?,.
COc1ccccc1-n1c(=O)c(C#N)c(-c2ccc([N+](=O)[O-])cc2)c2cc(C(=O)c3ccccc3O)cnc21,0%,2
CC(C)(C)N(Cc1ccccc1)C(=O)COc1cccnc1[N+](=O)[O-],?,.
Oc1cccc(C(Nc2nccs2)c2ccc3cccnc3c2O)c1 (stereo not given),?,.
CCOC(=O)c1[nH]c2ccc(Br)cc2c1NC(=O)CCN1CCC(C)CC1,?,.
O=C(NCCc1ccc(Cl)cc1)c1cnc2n(c1=O)CCS2,?,.
COc1cc(CCC(=O)N2CCN(c3ccc([N+](=O)[O-])cc3)CC2)cc(OC)c1OC,?,.
Cc1sc2ncnc(N3CCC(C(=O)Nc4ccc(F)cc4Cl)CC3)c2c1C,11%,0
CCC(C)Sc1nc2c(c(=O)[nH]c(=O)n2C)n1Cc1ccccc1Cl (stereo not given),?,.
Cn1c(=O)c2c(ncn2CCOc2ccc(Br)cc2)n(C)c1=O,?,.
CCCCCC1CCC(c2nnc(SCC(C)=O)o2)CC1 (stereo not given),?,.
CCCN1C(=O)C(Cc2nc3ccccc3c(=O)n2C)c2ccccc21 (stereo not given),-6%,-4

# Only part of the results is shown (hit frequency here may not be typical).
